Mito fusion act – blocks mitochondrial division or promotes mitochondrial fusion; S. cerevisiae fusion-defective mutant growth rescue, CellTiterGlo 48 h; Potency, µM (doses to about 46.1 µM), without a hit: top-dose growth rescue (activation), usual class: activators; 320,000 tested, 0.23% active; AID 485298;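 further: potency means the concentration at half of the fitted maximal effect; % of control where 0% means no effect; nearly all actives have a fitted effect of over 45% in size; temperature-sensitive fusion mutants such as fzo1-1 at 37 °C on non-fermentable ethanol glycerol medium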
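Compounds are tested for their ability to restore growth of mitochondrial fusion-defective yeast strains at non-permissive 37C in YPEG medium over 48 hours. Viability is quantified by luciferase luminescence.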
A-T KAP1 phos – potential ataxia-telangiectasia treatment; […] A-T fibroblasts, KAP-1 phosphorylation AlphaLISA; neocarzinostatin DNA damage 30 min before lysis; Potency, µM (series often up to 57.5 µM), for the others: top-dose activation, actives largely listed as activators; 320,000 tested, 0.19% active; further: potency means the concentration at half of the fitted maximal effect; % of control where 0% means no effect; nearly all actives have a fitted effect of over 45% in size
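hTERT-immortalized A-T patient fibroblasts ([…]), 500 cells/well in OPTI-MEM, 1% FBS, got compounds for 60 min, then NCS for 30 min at 37C. Lysates were then assayed for phospho-KAP-1 by AlphaLISA (anti-pKAP1 donor, anti-KAP1 acceptor beads), 6 hr at 25C.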
ASM inhibitor – inhibitors of human secretory acid sphingomyelinase; Potency, µM (titrated, usually from 57.5 µM), for the others: top-dose activity change, negative = inhibition, usual class: inhibitors; placental ASM, HMU-PC fluorogenic substrate, 60 min; P17405; 340,000 tested, 0.006% active; further: potency means the concentration at half of the fitted maximal effect
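qHTS format. ASM enzyme prepared from human placenta hydrolyses the fluorogenic substrate HMU-PC0 (9 uM final) over 60 min at 37 °C after a 10 min compound preincubation.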
ELG1 repair inh – inhibitors of ELG1-dependent DNA repair in HEK293T cells. HEK293T ELG1-luciferase reporter, luminescence, 16 h; DNA damage induced by 5-fluorouridine. Potency, µM (titrated, usually from 46.1 µM), for the others: at the highest dose activity change, negative = inhibition, most hits filed as inhibitors. 330,000 tested, 2.3% active; further: potency means the concentration at half of the fitted maximal effect; on the % scale 0 is the no-effect control and ±100 the full control effect; nearly all actives have a fitted effect of over 55% in size
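HEK293T cells expressing luciferase-tagged ELG1 (2,000/well) received 5-Fluorouridine plus compound or DMSO for 16 hr at 37 °C. Luciferase was read by ONE-Glo luminescence after 30 min at room temperature.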
a7 integrin act – integrin-mediated muscular dystrophy alleviation activation | alpha7betagal myoblasts, beta-gal FDG fluorescence, 48 h | Potency, µM (doses to about 38.3 µM), without a hit: at the top dose activation, usual class: activators | 350,000 tested, 0.064% active;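 further: potency means the concentration at half of the fitted maximal effect; 100% = response of the positive control SU9516; nearly all actives have a fitted effect of over 60% in size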
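alpha7betagal+/- myoblasts (passage 13, 250/well) treated 48 h at 37C with compounds at 1:260 dilution of DMSO stock. Lysed, then beta-galactosidase activity read as FDG fluorescence (ex 480/em 540) after 30 min, with pre-read for autofluorescence.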
TSG101-PTAP inh – blocks PTAP/TSG101 interaction to inhibit HIV-1 budding; Fluorescence polarization, FITC-PTAP peptide / Tsg101 binding; Potency, µM (top dose mostly 115 µM), inactives show at the highest dose activity change, negative = inhibition, usual class: inhibitors; 340,000 tested, under 10 active; active means well fitted inhibition curve with a large enough effect in the main read-out, with a control signal flat, not every such curve was filed as active; inconclusive means small, poorly fitted or top-dose-only effect, or effect the other way, or a change in a side signal; inactive means no such curve, though single readings can be large or run the other way; further: potency means the concentration at half of the fitted maximal effect; % of control where 0% means no effect
Target sequence (Q99816 whole entry, looked up): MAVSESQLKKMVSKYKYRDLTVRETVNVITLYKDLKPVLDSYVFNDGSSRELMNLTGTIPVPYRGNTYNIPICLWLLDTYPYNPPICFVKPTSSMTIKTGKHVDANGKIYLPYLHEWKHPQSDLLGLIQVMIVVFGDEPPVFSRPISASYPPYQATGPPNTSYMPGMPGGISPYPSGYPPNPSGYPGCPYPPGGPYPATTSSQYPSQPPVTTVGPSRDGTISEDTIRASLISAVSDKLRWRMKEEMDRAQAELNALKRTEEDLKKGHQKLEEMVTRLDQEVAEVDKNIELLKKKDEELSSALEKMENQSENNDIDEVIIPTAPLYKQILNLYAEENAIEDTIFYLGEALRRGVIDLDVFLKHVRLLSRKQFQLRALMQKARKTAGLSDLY
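Fluorescence polarization binding of Tsg101 binding domain (10 uM final) to FITC-labeled PTAP peptide (50 nM final) in HEPES pH 7.5 buffer with NaCl, Tween 20, EDTA, TCEP. Compounds added before peptide; binding 20 min at RT.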
TSHR antagonist – antagonists of human thyroid stimulating hormone receptor; P16473; TSHR-expressing cells, TSH-stimulated cAMP HTRF, 2 h; active compounds read low; activity change, negative = inhibition, % at 11.5 µM; 330,000 tested, 0.2% active;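 active means activity change below a set negative limit, meaning inhibition stronger than a set level, cut at about -70% in these data; inconclusive means activity change between two set negative limits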; further: on the % scale 0 is the no-effect control and ±100 the full control effect
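Freshly harvested TSHR cells receive pin-tooled compound, then EC80 TSH at 4nM final. After 2 hours at 37 deg C, antibody in lysis buffer and cAMP-d2 are added; 30 minutes at ambient temperature precede the HTRF read.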
Chronic BCR inh – chronic active BCR signaling inhibition; ABC-DLBCL IkBa-CBG/CBR reporter, luminescence ratio, 4 h; Potency, µM (highest dose often 46.1 µM), for the others: at the top dose ratio change, negative = lower green/red ratio, hits mostly inhibitors; 340,000 tested, 0.05% active; AID 493014; active means well fitted inhibition curve with a large enough effect in the signal ratio, with a control signal flat, not every such curve was filed as active; inconclusive means small, poorly fitted or top-dose-only effect, or effect the other way, or a change in a side signal; the % refers to the signal ratio;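 further: potency means the concentration at half of the fitted maximal effect; plate controls were basal doxycycline-induced cells for no effect and cells given 10 µM MG132 for full effect; MG132 reads +100%, hits lower the ratio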
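Concentration-response series (up to 46 uM) were applied to TMD8 dual-reporter cells for 4 h at 37C with doxycycline. Green/red ratio, after filter-overlap correction, defined %Activity; red signal alone was normalised to basal cells and zero luminescence.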
Eya2 phos inh – Eya2 (human) phosphatase inhibition; recombinant Eya2, OMFP fluorescence dephosphorylation (OMFP is methylfluorescein phosphate); AID 488837; 330,000 tested, 0.006% active; O00167; Potency, µM (titrated, usually from 76.9 µM), inactives show at the highest dose activity, negative = inhibition, hits mostly inhibitors; further: potency means the concentration at half of the fitted maximal effect; on the % scale 0 is the no-effect control and ±100 the full control effect
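Eya2 (0.2 uM) preincubated 10 min at ambient with compound, then OMFP substrate added at 50 uM; 10 min reaction in 50 mM HEPES pH 7.5, 50 mM NaCl, 5 uM MgCl2, 0.05% BSA, 1 mM DTT. Fluorescence read at Ex 485/Em 525 nm.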
Tb PFK block – inhibitors of T. brucei phosphofructokinase; O15648; T. brucei PFK, ADP-Glo luminescence; Potency, µM (top dose mostly 57.5 µM), inactives show top-dose activity, negative = inhibition, most hits filed as inhibitors; 330,000 tested, 0.17% active;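 further: potency means the concentration at half of the fitted maximal effect; 0% = uninhibited 1x PFK enzyme wells and -100% = no-enzyme wells; nearly all actives have a fitted effect of over 60% in size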
Target sequence (O15648 whole entry, looked up): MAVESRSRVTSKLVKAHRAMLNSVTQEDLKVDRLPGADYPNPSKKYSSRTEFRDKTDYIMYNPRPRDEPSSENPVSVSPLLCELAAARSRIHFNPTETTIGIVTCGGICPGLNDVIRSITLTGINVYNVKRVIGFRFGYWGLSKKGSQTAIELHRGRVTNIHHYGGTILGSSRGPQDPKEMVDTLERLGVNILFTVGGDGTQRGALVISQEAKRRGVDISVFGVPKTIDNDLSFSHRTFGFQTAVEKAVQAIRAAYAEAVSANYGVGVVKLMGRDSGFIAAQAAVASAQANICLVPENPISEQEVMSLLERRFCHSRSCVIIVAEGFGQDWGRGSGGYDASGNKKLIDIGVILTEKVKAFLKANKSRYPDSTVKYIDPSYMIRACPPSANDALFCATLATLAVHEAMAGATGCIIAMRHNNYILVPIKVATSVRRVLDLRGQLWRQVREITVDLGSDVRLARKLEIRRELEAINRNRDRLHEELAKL
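PFK 1.25 nM, F6P 0.5 mM, ATP 0.1 mM, 0.1 M TEA pH 8.0, 5 mM MgCl2, 0.01% Tween20, 0.1% BSA; 45 min RT. ADP-Glo readout. qHTS titration up to 57 uM; curves fitted, compounds curve-classed.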
TCR activator – activators of T cell receptors. 330,000 tested, under 10 active. primary human leukocytes, anti-CD3, IL-2 HTRF, 48 h. AID 504894. Potency, µM (series often up to 9.22 µM), for inactives: at the highest dose activation of IL-2 secretion, actives largely listed as activators; further: % of control where 0% means no effect
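Using a-CD3 beads without co-stimulation, primary human leukocytes were exposed to compounds for 48 hr. An HTRF IL-2 kit measured the cytokine, with europium-to-d2 energy transfer producing emission at 665nm upon 320nm excitation.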
An asterisk follows results filed as active; i = inactive; ? = inconclusive; . = not tested or not shown; [ ] = another dose, or the depositor's remark. Unless noted, the call rests on the fitted dose curve; in most records, active means well fitted curve in the direction sought with a large enough effect; inconclusive means small, poorly fitted or top-dose-only effect, or another doubt; inactive means no such curve, though single readings can be large; an effect the other way counts as inactive or inconclusive.

SMILES	Mito fusion act	A-T KAP1 phos	ASM inhibitor	ELG1 repair inh	a7 integrin act	TSG101-PTAP inh	TSHR antagonist	Chronic BCR inh	Eya2 phos inh	Tb PFK block	TCR activator
Cc1cc(=O)[nH]c(NCCO)n1	6%	-2%	-2%	8%	15%	0%	4	-1%	0%	3%	1%
CCOc1ccc(N=C2NC(=O)S/C2=C\c2ccc(OC)cc2)cc1	-5%	-6%	-2%	0%	10%	72%[activator]	-11	0%	10%	-2%	-3%
CC(=O)NC1(C(F)(F)F)NC(=O)N(c2ccc(F)cc2)C1=O (stereo not drawn)	8%	-3%	1%	0%	-13%	-5%	0	?	6%	2%	-3%
Cc1ccsc1/C=N/NC(=O)c1ccc2ccccc2c1	1%	-4%	-2%	?	3%	0%	-14	?	6%	?	4%
Brc1ccc2[nH]c3c(N4CCc5ccccc5C4)ncnc3c2c1	0%	-3%	-8%	?	-15%	-15%	-77*	?	9%	5%	2%
CCC1=[N+](C)CCn2c(C)ccc21	2%	3%	5%	0%	-38%	-4%	-3	-25%	18%	3%	1%
CN(C)c1oc(-c2cccs2)nc1C#N	3%	-5%	.	12%	12%	-3%	16	?	2%	4%	-2%
O=C(O)CN1C(=O)/C(=C\c2cccc(OCc3ccc(Cl)cc3Cl)c2)SC1=S	3%	-20%	?	?	17%	-9%	-8	13%	-1%	1%	0%
CC(C)CCn1c(SCC#N)nc2c(sc3ccccc32)c1=O	0%	.	-2%	0%	-4%	2%	5	?	1%	-3%	-2%[46.1 µM]
COc1cc(NC(=O)c2cc(C)no2)cc(OC)c1OC	0%	6%	3%	16%	0%	-5%	-7	?	-1%	1%	-4%
O=C(Nc1ccc(N2CCCC2)c(Cl)c1)c1ccc(Br)o1	8%	11%	-2%	?	22%	0%	-5	-3%	5%	2%	0%
O=C(CN1CCC(NC(=O)C2CCCCC2)CC1)Nc1cccc(F)c1	14%	1%	-3%	5%	-21%	2%	-7	8%	-11%	-5%	0%
O=C(NCc1ccco1)c1cnn2c(C(F)(F)F)cc(-c3ccco3)nc12	8%	-4%	40%	?	-17%	-4%	-5	8%	6%	-2%	2%
CC(C)(C)C1CCC(OC(=O)c2ccncc2)CC1 (stereo not drawn)	-1%	3%	-1%	5%	0%	-4%	-22	4%	4%	0%	1%
O=C(Nc1cc(C(F)(F)F)ccc1N1CCOCC1)c1cccc(F)c1	0%	.	-1%	.	-1%	-3%	.	.	.	.	3%
Clc1ccc(-c2cc(COc3ccccc3)on2)cc1	8%	14%	2%	?	15%	-5%	-22	?	3%	3%	0%
COc1ccccc1N1CCN(C(c2cccs2)C(C)NC(=O)c2ccco2)CC1 (stereo not drawn)	4%	-35%	1%	?	-17%	-8%	-11	?	-5%	3%	1%
CCc1cc(Cn2nc(-c3ccccc3)cc2C(=O)NCc2cccc(C(F)(F)F)c2)on1	-6%	8%	-8%	-18%	-18%	-5%	-21	3%	-19%	-9%	1%
COc1ccc(-c2cn3cccnc3n2)cc1NC(=O)C1CC1	1%	-6%	219%[activator]	?	6%	-5%	-4	-14%	3%	1%	1%
COc1ccc(-c2nc(-c3ccc(NC(=O)c4ccc(Br)o4)cc3)no2)cc1OC	1%	-2%	-4%	?	-18%	-3%	-41	?	5%	0%	3%
NC(=O)NC(Cc1ccccc1)C(=O)NCC1(N2CCCCC2)CCCCC1 (stereo not drawn)	3%	0%	0%	4%	15%	-10%	19	-1%	19%	3%	-10%
COC(=O)COc1ccc(S(=O)(=O)Nc2ccc(C(N)=O)cc2)cc1	-3%	3%	0%	13%	-1%	-5%	-5	1%	-19%	9%	-1%
c1ccc(CSc2nnc3ccc(-c4ccco4)nn23)nc1	9%	4%	0%	?	-12%	-3%	-8	-10%	2%	-1%	-3%
COC(=O)c1ccc(COc2c(F)c(F)cc(F)c2F)o1	-2%	0%	0%	-5%	?	0%	-3	0%	-11%	-5%	0%
COc1ccc(N(Cc2cc3cccc(C)c3[nH]c2=O)S(C)(=O)=O)cc1	-1%	.	2%	?	-20%	-8%	8	?	10%	0%	1%
COc1ccc(N(C(=O)c2cnccn2)C(C(=O)NCc2ccccc2)c2ccc(O)cc2)cc1 (stereo not drawn)	2%	-2%	5%	?	7%	0%	-3	-10%	9%	-1%	-11%
CC(C)c1ccc(NC(=O)c2cc(S(=O)(=O)N3CCCCC3)c[nH]2)cc1	-1%	0%	-1%	23%	7%	1%	-3	10%	8%	0%	-1%
COc1cccc(-n2nnc3c(=O)n(CC(=O)N4CCC(Cc5ccccc5)CC4)cnc32)c1	-1%	-1%	-6%	-16%	-21%	1%	-7	-2%	-1%	20%	6%
CCc1ccc(NC(=O)C2CCCN2C(=O)NC2CCCCC2)cc1 (stereo not drawn)	-18%	-4%	1%	5%	14%	-3%	14	1%	-21%	2%	-1%
CC(=O)c1cc2c(s1)-c1cc(F)ccc1OC2	4%	20%	i	?	3%	0%	2	5%	-3%	-3%	-1%
Cc1ccc(S(C)=O)cc1-n1c(=O)n(Cc2ccccc2)c(=O)c2[nH]cnc21 (stereo not drawn)	0%	-10%	4%	7%	-68%[inhibitor]	-3%	2	?	10%	0%	-4%
O=C(COC(=O)c1ccc(S(=O)(=O)N2CCCC2)cc1)NCc1ccccc1	1%	11%	2%	-8%	3%	0%	-6	2%	-3%	-1%	6%
O=C(CCc1ccccc1)NNC(=S)NC(=O)c1ccccc1	7%	-7%	3%	14%	-14%	-8%	4	2%	8%	-13%	6%
COc1ccc(Cc2noc(CN(C)CC3(N4CCOCC4)CCCCC3)n2)cc1OC	-9%	3%	3%	?	-35%	0%	2	-1%	-6%	0%	-5%
Cc1cc(C(=O)NN=C2CCCCC2)c2ccccc2n1	-25%	-3%	5%	-2%	-25%	-2%	-1	?	5%	0%	4%[46.1 µM]
Cc1nc(NC(=O)c2cc3c(C)nn(-c4ccccc4)c3s2)sc1C(=O)Nc1ccccc1	-1%	0%	30%	-2%	11%	2%	-5	?	15%	3%	-4%

Looked up one by one from above, three records:
SMILES	Mito fusion act	A-T KAP1 phos	ASM inhibitor	ELG1 repair inh	a7 integrin act	TSG101-PTAP inh	TSHR antagonist	Chronic BCR inh	Eya2 phos inh	Tb PFK block	TCR activator
O=C(CCc1ccccc1)NNC(=S)NC(=O)c1ccccc1	7%	-7%	3%	14%	-14%	-8%	4	2%	8%	-13%	6%
O=C(CN1CCC(NC(=O)C2CCCCC2)CC1)Nc1cccc(F)c1	14%	1%	-3%	5%	-21%	2%	-7	8%	-11%	-5%	0%
Cc1ccsc1/C=N/NC(=O)c1ccc2ccccc2c1	1%	-4%	-2%	?	3%	0%	-14	?	6%	?	4%

Other compounds follow:
SMILES	Mito fusion act	A-T KAP1 phos	ASM inhibitor	ELG1 repair inh	a7 integrin act	TSG101-PTAP inh	TSHR antagonist	Chronic BCR inh	Eya2 phos inh	Tb PFK block	TCR activator
O=C(Nc1ccsc1C(=O)N1CCCCCC1)c1ccccc1	1%	3%	-1%	-15%	-3%	-4%	22	11%	6%	8%	-2%
CCOCCCNC(=O)Cc1ccc(F)cc1	-14%	1%	.	-5%	.	.	4	0%	-6%	4%	1%[46.1 µM]
O=C(CSc1cn[nH]n1)Nc1ccc(O)c(C(=O)O)c1	0%	5%	-3%	7%	14%	-4%	-7	6%	-3%	3%	8%
COc1cc(C(=O)Nc2cc(C)ccc2C)ccc1OCc1c(C)noc1C	.	-9%	0%	2%	5%	-6%	9	0%	-7%	-1%	-1%
Cc1ccc(S(=O)(=O)[N-]c2nc3ccccc3nc2-n2cc[n+](Cc3ccccc3)c2)cc1	11%	?	.	19%	8%	-2%	25	6%	2%	1%	0%
CC(OC(=O)CCC(=O)c1cccs1)C(=O)Nc1ccccc1[N+](=O)[O-] (stereo not drawn)	4%	11%	-3%	28%	-21%	-8%	46	-15%	3%	6%	.
COC(=O)C(NC(=O)CCC(=O)NC(C(=O)OC)c1ccccc1)c1ccccc1 (stereo not drawn)	1%	1%	0%	-2%	21%	1%	-9	12%	18%	4%	-1%

From PubChem BioAssay
